Compound activity deposited in PubChem by Southern Research Specialized Biocontainment Screening Center.
H37Rv inhibition = M. tuberculosis growth inhibition, HTS (AID 449762). inhibition, % at 25 µM; hits with a dose series show IC50 in µM. M. tuberculosis H37Rv growth inhibition, 7H9 media; higher % means a stronger effect. actives 0.59% (n = 330,000); in the data active = a potency from the dose series; inconclusive = inhibition above about 70% without an active follow-up result;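 also: bacterial growth assessed after seven days of incubation; strong numbers were not always called active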
VEEV TC-83 Vero = inhibitors of VEEV TC-83 cytopathic effect, confirmation, Vero cells (AID 588727); Vero cells, VEEV TC-83 cytopathic effect inhibition; higher % means a stronger effect; actives 0.13% (n = 350,000); one-dose inhibition, % at 20 µM; IC50 in µM for titrated hits; in the data active = a potency from the dose series; inconclusive = inhibition mostly from about 14% at the one dose, without a potency; inactive = the rest, 99 in 100 with inhibition below about 12%; also: strong numbers were not always called active
M. tuberculosis = growth inhibition of non-replicating M. tuberculosis (AID 488890); Mycobacterium tuberculosis non-replicating, growth inhibition; higher % means a stronger effect; one-dose inhibition, % at 25 µM; IC50 in µM for titrated hits; actives 0.39% (n = 320,000); in the data active = a potency from the dose series; inconclusive = inhibition mostly from about 82% at the one dose, without a potency; inactive = the rest, 99 in 100 with inhibition below about 76%;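 also: plate controls were DMSO cells for no effect and high antibiotic wells for full effect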
PhoP GFP inhibition = PhoP regulon inhibitors, Salmonella typhi PhoP promoter GFP reporter, confirmatory (AID 1850) | Salmonella Typhi PhoP-promoter GFP reporter, fluorescence, 4 h; higher % means a stronger effect | inhibition, % at 50 µM; hits with a dose series show IC50 in µM | actives 0.33% (n = 310,000); in the data active = a potency from the dose series; inconclusive = inhibition mostly from about 25% at the one dose, without a potency; inactive = the rest, 99 in 100 with inhibition below about 19%;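 also: 0% = induced wells with vehicle and 100% = uninduced wells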
H1N1 NS1A inhibition = H1N1 influenza NS1A inhibitors, functional cell based assay (AID 504329) | NS1A functional cell-based assay, percent inhibition; higher % means a stronger effect | actives 0.3% (n = 340,000) | one-dose inhibition, % at 12.5 µM; IC50 in µM for titrated hits; in the data active = a potency from the dose series; inconclusive = inhibition above about 27% without an active follow-up result; also: strong numbers were not always called active
VEEV TC-83 Vero 10K pilot screen = also measured in VEEV TC-83 Vero; calls as there; inhibition, %; measured here: 10K pilot screen inhibition
Active calls of the source: *; i = inactive; ? = inconclusive; / = no result given.

SMILES	H37Rv inhibition	VEEV TC-83 Vero	M. tuberculosis	PhoP GFP inhibition	H1N1 NS1A inhibition	others
Cc1ccc(C(=O)NC2CCCCC2)cc1	-6%	2.5%	?	5%	-16%
COc1ccc(CC(=O)NC(C)c2nnc(SCC(=O)c3ccc(OC)cc3)n2C)cc1 (stereo not drawn)	2%	i	19%	0%	-4%
CCOC(=O)C1CCCN(C(=O)c2cc(S(=O)(=O)N3CCCCC3)c[nH]2)C1 (stereo not drawn)	-8%	1.2%	13%	/	9%
COc1ccc(CCNCC(O)COc2ccc(Cl)cc2)cc1OC (stereo not drawn)	0%	i	12%	6%	8%
N#Cc1cn(Cc2ccccc2)c2ccccc12	-10%	i	11%	15%	6%
COCC(=O)Nc1nc2n(n1)C(c1ccccc1Cl)CC(c1ccc(OC)cc1)N2 (stereo not drawn)	-6%	i	24%	-2%	-1%
COC(=O)c1c(-c2ccccc2)csc1NC1=NS(=O)(=O)c2ccccc21	0%	1.1%	4%	1%	4%
CCOC(=O)c1c(NC(=O)C(=O)N/N=C/c2ccccc2OC)sc2c1CCCCC2	-11%	1.7%	-27%	-7%	-4%
O=C(COC(=O)c1ccc(O)cc1)Nc1ccc(Cl)cc1C(=O)c1ccccc1	-2%	4.2%	28%	-4%	5%
COc1ccccc1OCCCCN1CCN(c2ccccc2OC)CC1	-3%	0.4%	10%	12%	-4%
Cc1cc(C(=O)Nc2c(C)nn(Cc3c(Cl)cccc3Cl)c2C)no1	-8%	?	-2%	2%	1%
O=C(CCCCn1c(=O)c2ccccc2n(Cc2ccccc2)c1=O)NC1CCN(Cc2ccccc2)CC1	14%	i	67%	15%	-4%
O=C(C1CCN(S(=O)(=O)c2cccc3cccnc23)CC1)N1CCN(c2ccccn2)CC1	7%	7.9%	14%	-3%	1%
O=C(NCC1CCN(Cc2ccccc2F)CC1)Nc1cccc(Br)c1	-1%	i	21%	2%	-5%
CNC(=O)Cc1csc2ccc(Cl)cc12	-3%	1.1%	-5%	-14%	-5%
N#C[C@H]1C2OC2c2ccccc2N1C(=O)c1ccccc1 (stereo partly drawn)	-9%	0.2%	0%	-1%	2%
N#Cc1ccc(/C=N/N=C(N)N)cc1	-3%	i	3%	6%	5%
Oc1cccc(/C=N/N2CCCCC2)c1O	-2%	i	9%	2%	3%
COc1ccc(OC)c(S(=O)(=O)CC(O)COc2ccccc2Cl)c1 (stereo not drawn)	8%	7.6%	15%	9%	-8%
O=S(=O)(NCc1nc2ccccc2[nH]1)c1ccccc1	-14%	1.3%	18%	-8%	0%
CC(=O)C1=C(O)C(=O)N(c2ccc(F)cc2)C1c1ccc(C)cc1 (stereo not drawn)	6%	0.4%	39%	2%	-30%
COc1cccc(NC(=O)CN(C)C(=O)c2c(C)noc2C)c1	-3%	3.4%	6%	/	3%
COc1cccc(NC(=O)N2CCN(c3ccc(C(F)(F)F)cn3)CC2)c1	5%	i	28%	-6%	-15%
Nc1nnc(CC(=O)N/N=C/c2cc([N+](=O)[O-])cc(Br)c2O)s1	9%	0.7%	2%	-6%	8%
CC(=O)c1c(C)[nH]c(C(=O)COC(=O)CNS(=O)(=O)c2ccccc2)c1C	-3%	0.6%	-4%	-9%	-24%
O=C(NC(=S)Nc1ccc2[nH]c(=O)[nH]c2c1)c1cncc(Br)c1	0%	3.4%	1%	3%	1%
COC(=O)c1ccc(C(=O)OC)c(NC(=O)CCS(=O)(=O)Cc2ccccc2)c1	3%	5.8%	-6%	-4%	-6%
CN(CCCC(=O)Nc1ccncc1)S(=O)(=O)c1ccc(Cl)cc1	/	0.1%	9%	2%	-19%
CCOc1ccc(C)cc1S(=O)(=O)NC1CCCCC1	-9%	i	15%	1%	5%
Cc1cccc(C(=O)Nc2ccc(N3CCN(C(=O)c4ccco4)CC3)cc2)c1	-1%	7.9%	27%	2%	1%
Cc1ccc(C)c(N(CC(=O)NCc2ccco2)C(=O)CNS(=O)(=O)c2ccccc2)c1	1%	i	52%	-1%	12%
CCCCN(C(=O)c1cccc(N2C(=O)c3ccccc3C2=O)c1)c1c(N)n(CC(C)C)c(=O)[nH]c1=O	-3%	2.8%	9%	/	0%
CC(=O)c1c(C)[nH]c(C(=O)OCn2nnc3ccccc3c2=O)c1C	9%	2.6%	-5%	-8%	0%
c1ccc(CN2CCC(Nc3ncnc4sccc34)CC2)cc1	0%	0.4%	-1%	-4%	8%
C=CCn1c(SCC(=O)NCCCC)nc2scc(-c3ccco3)c2c1=O	1%	0.7%	28%	10%	12%	VEEV TC-83 Vero 10K pilot screen=3.3
CCOc1ccc(C(=O)OCC(=O)N(Cc2ccccc2)Cc2ccccc2)cc1OC	-9%	2.0%	6%	/	-2%
CSCC[C@H](NC(=O)N1CCn2c1nc1ccccc12)C(=O)N[C@H](Cc1ccccc1)C(=O)O	-14%	0.7%	-14%	2%	-11%
CC(C)Oc1ccc(C(=O)Nc2ccc(N3CCN(C(=O)c4ccco4)CC3)cc2)cc1	0%	i	5%	9%	9%
COc1ccc(CC(=O)O/N=C(\N)c2ccccc2)cc1OC	-6%	0.3%	26%	1%	-4%
C#CC(C)(CC)NC(=O)c1cc2nc(C3CC3)cc(C(F)(F)F)n2n1 (stereo not drawn)	-7%	3.3%	-6%	6%	-9%
Cc1ccc(-c2nn(-c3ccccc3)cc2/C=C(\C#N)c2cccc(C#N)c2)o1	-12%	2.6%	19%	-2%	8%
COc1ccc(C(=O)NCC(=O)N/N=C(\C)Cc2ccccc2)cc1	5%	i	-1%	2%	-5%
C=CC[C@H](CC(=O)N[C@H](CO)Cc1ccccc1)C(=O)N[C@@H](COC(=O)[C@@H](CC=C)Cc1ccc(F)cc1)Cc1c[nH]c2ccccc12	-1%	3.2%	21%	/	-5%
O=C(CSc1nc2c(cnn2-c2ccc(F)cc2)c(=O)[nH]1)N1CCCCC1	-1%	2.2%	/	16%	3%
CCn1c(=N)c(S(=O)(=O)c2ccc(C)cc2)cc2c(=O)n3ccccc3nc21	-10%	/	0%	5%	/
CCCNc1nc(N2CCOCC2)nc(N2CCOCC2)n1	-15%	i	-22%	-3%	-6%
CCOC(=O)CCNC(=O)CCNC(=O)C(c1ccccc1)c1ccccc1	-6%	i	2%	10%	9%
COc1ccc(CC(=O)NC(C)c2nnc(SCC(=O)Nc3ccccc3)n2C)cc1 (stereo not drawn)	0%	0.8%	1%	19%	2%
COc1ccc(C2=NOC3(CC(=O)N(c4ccc(Cl)cc4)C3=O)C2)c(OC)c1 (stereo not drawn)	2%	i	22%	5%	3%
COc1ccc(CN2CNc3c(c(=O)n(C)c(=O)n3C)C2)cc1	3%	0.8%	11%	0%	-7%	VEEV TC-83 Vero 10K pilot screen=0.2
CC(=O)c1cccc(S(=O)(=O)N2CCCC(c3nc4c(nnn4Cc4ccc(C)cc4)c(=O)[nH]3)C2)c1 (stereo not drawn)	1%	6.5%	1%	4%	7%
COc1ccc2nc(C)cc(SCC(=O)N/N=C/c3ccco3)c2c1	-7%	0.5%	4%	-4%	13%
COc1ccc(N2CCN(C(=O)/C(C#N)=C/c3ccccc3)CC2)cc1	-2%	5.4%	39%	-27%	-5%
CSc1nnc2n(Cc3ccccc3)c(=O)c3c4c(sc3n12)COC(C(C)C)C4 (stereo not drawn)	-5%	/	-11%	10%	/
COc1ccc(NC(=O)CN(C)C(=O)c2ccc(N3CCCC3)c([N+](=O)[O-])c2)cc1	-4%	1.3%	-7%	2%	2%
CN(C)C(=O)COc1ccc(Oc2ccccc2)cc1	4%	0.5%	38%	-11%	-7%
COc1ccc(C(=O)N2CCCC(C(=O)N3CCCCCC3)C2)cc1 (stereo not drawn)	-6%	1.5%	-3%	1%	-4%	VEEV TC-83 Vero 10K pilot screen=0.5
COc1ccc(S(=O)(=O)N(Cc2ccccc2)c2ccccc2C(=O)O)cc1	0%	0.9%	8%	-5%	-3%
O=C1C=C(c2ccc(F)cc2OCc2ccccc2)C[C@@H](c2ccc3c(c2)OCO3)C1	7%	i	-14%	/	7%
CCOc1ccc(NC(=O)CN(C)C(=O)c2ccc(C)c(S(=O)(=O)N3CCCCC3)c2)cc1OCC	1%	5.7%	20%	3%	-10%

Additional results:
SMILES	H37Rv inhibition	VEEV TC-83 Vero	M. tuberculosis	PhoP GFP inhibition	H1N1 NS1A inhibition	others
CCN1CCN(C(=O)C2CCN(S(=O)(=O)N3CCC4(CC3)OCCO4)CC2)CC1	7%	1.3%	3%	2%	-2%
O=c1cc[nH]c2c1ccc1cccnc12	1%	3.0%	4%	-5%	6%
Cn1c(=O)n(CC(=O)NCc2cccnc2)c2ccccc21	-7%	0.1%	-8%	1%	-8%
CCCCc1ccc(NC(=O)N[C@H](C(=O)O)C(C)C)cc1	-2%	1.4%	14%	-3%	-22%
Cc1ccc(C(=O)N/C(=C\c2ccc(F)cc2)C(=O)NCCN2CCOCC2)cc1	0%	1.2%	-11%	10%	1%
CC(C)(C)NC(=O)CSc1ncccc1-c1nc2ccccc2[nH]1	4%	0.2%	24%	-6%	-6%
Cc1ccccc1NC(=O)c1ccccc1O	3%	i	78%	4%	2%	VEEV TC-83 Vero 10K pilot screen=1.8
O=C(c1ccc(S(=O)(=O)NCc2ccco2)cc1)N1CCCC1	2%	1.6%	-4%	5%	-3%

21 successive records already listed, quoted:
SMILES	H37Rv inhibition	VEEV TC-83 Vero	M. tuberculosis	PhoP GFP inhibition	H1N1 NS1A inhibition	others
Cc1ccc(C(=O)NC2CCCCC2)cc1	-6%	2.5%	?	5%	-16%
COc1ccc(CC(=O)NC(C)c2nnc(SCC(=O)c3ccc(OC)cc3)n2C)cc1 (stereo not drawn)	2%	i	19%	0%	-4%
CCOC(=O)C1CCCN(C(=O)c2cc(S(=O)(=O)N3CCCCC3)c[nH]2)C1 (stereo not drawn)	-8%	1.2%	13%	/	9%
COc1ccc(CCNCC(O)COc2ccc(Cl)cc2)cc1OC (stereo not drawn)	0%	i	12%	6%	8%
N#Cc1cn(Cc2ccccc2)c2ccccc12	-10%	i	11%	15%	6%
COCC(=O)Nc1nc2n(n1)C(c1ccccc1Cl)CC(c1ccc(OC)cc1)N2 (stereo not drawn)	-6%	i	24%	-2%	-1%
COC(=O)c1c(-c2ccccc2)csc1NC1=NS(=O)(=O)c2ccccc21	0%	1.1%	4%	1%	4%
CCOC(=O)c1c(NC(=O)C(=O)N/N=C/c2ccccc2OC)sc2c1CCCCC2	-11%	1.7%	-27%	-7%	-4%
O=C(COC(=O)c1ccc(O)cc1)Nc1ccc(Cl)cc1C(=O)c1ccccc1	-2%	4.2%	28%	-4%	5%
COc1ccccc1OCCCCN1CCN(c2ccccc2OC)CC1	-3%	0.4%	10%	12%	-4%
Cc1cc(C(=O)Nc2c(C)nn(Cc3c(Cl)cccc3Cl)c2C)no1	-8%	?	-2%	2%	1%
O=C(CCCCn1c(=O)c2ccccc2n(Cc2ccccc2)c1=O)NC1CCN(Cc2ccccc2)CC1	14%	i	67%	15%	-4%
O=C(C1CCN(S(=O)(=O)c2cccc3cccnc23)CC1)N1CCN(c2ccccn2)CC1	7%	7.9%	14%	-3%	1%
O=C(NCC1CCN(Cc2ccccc2F)CC1)Nc1cccc(Br)c1	-1%	i	21%	2%	-5%
CNC(=O)Cc1csc2ccc(Cl)cc12	-3%	1.1%	-5%	-14%	-5%
N#C[C@H]1C2OC2c2ccccc2N1C(=O)c1ccccc1 (stereo partly drawn)	-9%	0.2%	0%	-1%	2%
N#Cc1ccc(/C=N/N=C(N)N)cc1	-3%	i	3%	6%	5%
Oc1cccc(/C=N/N2CCCCC2)c1O	-2%	i	9%	2%	3%
COc1ccc(OC)c(S(=O)(=O)CC(O)COc2ccccc2Cl)c1 (stereo not drawn)	8%	7.6%	15%	9%	-8%
O=S(=O)(NCc1nc2ccccc2[nH]1)c1ccccc1	-14%	1.3%	18%	-8%	0%
CC(=O)C1=C(O)C(=O)N(c2ccc(F)cc2)C1c1ccc(C)cc1 (stereo not drawn)	6%	0.4%	39%	2%	-30%
